# Anthrax LF prot: inhibitors of Bacillus anthracis lethal factor protease. multiplex microsphere protease cleavage assay, LF. inhibition, % at 10 µM. 0.12% of 360,000 active. AID 588501; also: plate controls were buffer without enzyme for full effect and enzyme alone for no effect
# Target sequence (P15917 whole entry, looked up): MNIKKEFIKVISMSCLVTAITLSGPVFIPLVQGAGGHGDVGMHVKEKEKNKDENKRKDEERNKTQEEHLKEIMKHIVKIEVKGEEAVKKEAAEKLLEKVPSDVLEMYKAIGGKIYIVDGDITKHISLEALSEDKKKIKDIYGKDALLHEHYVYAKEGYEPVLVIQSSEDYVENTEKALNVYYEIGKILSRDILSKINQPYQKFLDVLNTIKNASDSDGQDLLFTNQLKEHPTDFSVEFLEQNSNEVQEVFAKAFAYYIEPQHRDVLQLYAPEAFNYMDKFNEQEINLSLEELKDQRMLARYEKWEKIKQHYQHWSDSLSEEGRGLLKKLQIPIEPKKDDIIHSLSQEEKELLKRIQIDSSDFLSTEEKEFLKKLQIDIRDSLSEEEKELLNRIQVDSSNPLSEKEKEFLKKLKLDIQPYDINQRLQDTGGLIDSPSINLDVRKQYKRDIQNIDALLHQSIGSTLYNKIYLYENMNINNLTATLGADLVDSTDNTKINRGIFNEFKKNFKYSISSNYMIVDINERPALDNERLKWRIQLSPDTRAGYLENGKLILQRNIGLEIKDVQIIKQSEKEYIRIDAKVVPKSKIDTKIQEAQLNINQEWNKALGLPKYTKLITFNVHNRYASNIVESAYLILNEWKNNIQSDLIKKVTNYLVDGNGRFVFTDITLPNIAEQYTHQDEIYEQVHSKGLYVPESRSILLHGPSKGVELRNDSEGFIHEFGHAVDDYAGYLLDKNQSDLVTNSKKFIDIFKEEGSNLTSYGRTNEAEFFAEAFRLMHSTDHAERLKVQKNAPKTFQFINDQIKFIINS
# PriA SSB inh: K. pneumoniae PriA-SSBct interaction inhibition; inhibition, % at 33 µM; AlphaScreen SSBct-PriA binding, biotinylated peptide; 0.6% of 430,000 active; AID 1272365; in the data active = inhibition mostly above about 37%, no sharp cut-off; inactive = mostly below about 20%;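 also: plate controls were negative control peptide for no effect and reference peptide for full effect; strong numbers were not always called active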
# TcdB inh: TcdB glycohydrolase inhibition. 0.24% of 350,000 active. TcdB glycohydrolase enzymatic assay, plate reader. inhibition, % at 9.99 µM. P18177; in the data active = inhibition above about 10%
# 3CLpro inhibitor: SARS-CoV 3CLpro protease inhibition | P0C6X7 | recombinant SARS-CoV 3CLpro, quenched FRET peptide cleavage | inhibition, % at 6 µM | 0.14% of 290,000 active | AID 1706; in the data active = inhibition above about 12%
# PfHsp40 rescue: restores yeast growth despite PfHsp40 toxicity. S. cerevisiae expressing PfHsp40, growth rescue, ATP luminescence. growth rescue, % at 12.5 µM. 0.68% of 340,000 active; in the data active = growth rescue above about 28%, passing the limit was not always enough; inconclusive = no clear call, values can overlap the other calls;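 also: yeast W303a lacking pdr1 and pdr3 grown in galactose medium; growth measured after three days at 30 °C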
# Yp Topo-I inh: inhibitors of Yersinia pestis topoisomerase I | activity, % at 10 µM | 0.064% of 360,000 active | Y. pestis Topo-I cleavage product accumulation, plate reader; in the data active = activity above about 50%, passing the limit was not always enough; inconclusive = no clear call, values can overlap the other calls; also: inactives centre near 2
# BH1578 lux ind: inducers of Vibrio cholerae quorum light production without autoinducers. activation, % at 18.7 µM. V. cholerae BH1578 lux reporter, luminescence, 6 h. 0.16% of 350,000 active; in the data active = activation mostly above about 9.7%, no sharp cut-off; inconclusive = no clear call, values can overlap the other calls; inactive = mostly below about 3.7%; also: not every result past the cut was called active; inactives centre near 0; reference of the scale not given here
# PrPC surface inh: cell surface PrPC inhibition, primary TR-FRET screen. P04156. TR-FRET read-out. inhibition, % at 13.8 µM. 0.43% of 370,000 active. AID 720596; in the data active = inhibition above about 24%; also: 0% = median of the test wells and 100% = reference compound wells
# BoNT-A LC inh2: inhibitors of Botulinum neurotoxin A light chain protease | multiplex microsphere protease substrate cleavage, flow cytometry | inhibition, % at 10 µM | 0.17% of 360,000 active; also: plate controls were buffer without enzyme for full effect and enzyme alone for no effect
# Starred values were filed as active, the others as inactive; i = inactive; ? = inconclusive; / = not tested or not shown; & = joins results of further samples. Rule as the data show it, unless noted: active = inhibition above about 30%; inconclusive = no clear call, values can overlap the other calls; inactive = below that. The list is partial; rates above refer to the full screens.
SMILES,Anthrax LF prot,PriA SSB inh,TcdB inh,3CLpro inhibitor,PfHsp40 rescue,Yp Topo-I inh,BH1578 lux ind,PrPC surface inh,BoNT-A LC inh2
O=C(O)CSc1nnc(-c2cc3ccccc3o2)n1-c1ccccc1,-4,-2,/,4,0.3,8,-0.6,-6,-1.1
COc1cc(NS(=O)(=O)c2ccc(NC(=O)CN3C(=O)c4ccccc4C3=O)cc2)ncn1,-2,2,-7.0,-1,-0.2,1,-0.8,5,0.5
CCCc1nnc(NC(=O)C(=O)NCCN(C)C)s1,/,-9,0.0,2,-0.8,-14,i,0,/
COc1ccc(C2=NOC(C(=O)NCc3ccc(F)cc3)C2)cc1 (stereo not given),-4,-6,/,2,0.1,9,i,-2,-0.1
COc1ccc(OC)c(NC(=O)C(CCS(C)(=O)=O)NC(C)=O)c1 (stereo not given),2,-3,/,/,0.5,3,i,2,0.5
COc1ccc(CCNC(=O)CN2C(=O)COc3ccc(S(=O)(=O)N4CCOCC4)cc32)c(OC)c1,-1,10,0.6,-3,0.9,6,-0.3,-2,-0.4
CCOC(=O)C1=C(CC)OC(N)=C(C#N)C1c1ccc(OC)cc1OC (stereo not given),1,1,/,1,-1.3,1,i,1,?
Cc1ccc(S(=O)(=O)N(C)CC(=O)N2CCc3ccccc32)cc1,-3,11,/,0,-0.2,6,-0.4,-3,-1.3
CCC(C)NC(=O)CC(NS(=O)(=O)c1ccc(C)cc1)c1ccc(OC)cc1 (stereo not given),3,-4,/,3,-0.6,-4,i,13,-0.5
COc1ccccc1CNC(=O)c1cccs1,2,-3,/,-5,0.4,-7,3.0,2,-1.7
COc1ccccc1Nc1nnc(Cc2ccccc2)c(=O)[nH]1,-3,-4,2.0,3,-1.0,0,-0.9,-7,0.2
COc1cccc2cc(C(=O)NCc3ccc(Cl)cc3)c(=N)oc12,2,-17,-1.9,2,-1.0,-3,i,5,1.3
O=C(CN1C(=O)CCC1=O)Nc1nc(-c2nc3ccccc3s2)cs1,-4,-6&-17,3.0,-5,-1.5,-7,0.0,-12,0.4
CC1(C)OC(=O)C=C[C@]2(C)[C@H]3CC[C@@]4(C)[C@H](c5ccoc5)OC(=O)[C@H]5O[C@]54[C@]3(C)C(=O)C[C@@H]12,6,9,0.3,/,-0.8,3,-0.7,3,-0.6
Cn1cc(Br)c(C(=O)NC2CCCCC2)n1,-2,2,/,2,1.4,10,i,3,-4.1
CCN(CC)c1ccc(C(=O)OCC(=O)Nc2cc(C)on2)cc1,1,-2,-3.4,/,-0.2,10,i,9,-3.7
CCOc1ccc(S(=O)(=O)N2CCN(c3ccc(C)cc3C)CC2)cc1,7,1,-0.4,-1,0.1,25,0.3,0,1.2
COC(=O)c1sccc1NC(=O)CCC1CCCC1,0,-42,/,7,0.0,2,i,-2,0.3
O=C1COc2ccc(C(=O)COC(=O)/C=C/c3ccco3)cc2N1,-5,7,/,/,-1.4,-1,0.8,/,2.3
CC(=O)c1ccc(S(=O)(=O)NCCC(=O)NC(C)c2ccncc2)cc1 (stereo not given),1,-4,0.2,/,-0.3,-6,-0.3,-2,1.6

# Single values from above:
# COc1ccccc1Nc1nnc(Cc2ccccc2)c(=O)[nH]1 @ 3CLpro inhibitor: 3
# O=C1COc2ccc(C(=O)COC(=O)/C=C/c3ccco3)cc2N1 @ PfHsp40 rescue: -1.4
# COc1ccccc1CNC(=O)c1cccs1 @ BH1578 lux ind: 3.0
# CCOC(=O)C1=C(CC)OC(N)=C(C#N)C1c1ccc(OC)cc1OC (stereo not given) @ PrPC surface inh: 1
# COc1ccc(CCNC(=O)CN2C(=O)COc3ccc(S(=O)(=O)N4CCOCC4)cc32)c(OC)c1 @ BH1578 lux ind: -0.3

# (next part)
SMILES,Anthrax LF prot,PriA SSB inh,TcdB inh,3CLpro inhibitor,PfHsp40 rescue,Yp Topo-I inh,BH1578 lux ind,PrPC surface inh,BoNT-A LC inh2
CCN1C(=O)CC(=O)N(CC)C1=S,-7,/,0.3,/,/,1,i,8,-0.2
Cn1c2c(c3cc([N+](=O)[O-])ccc31)CCCC2,-10,-3,-5.0,-5,-0.7,2,-2.0,4,-4.8
C=CCN(c1ccccc1)S(=O)(=O)c1cccc(C(=O)O)c1,0,-9,/,1,0.1,0,-13,1,0.0
O=C(NCCc1ccccc1)C(NS(=O)(=O)c1cccc2nsnc12)c1ccccc1 (stereo not given),0,9,/,-5,4.5,8,-0.2,-26,0.9
CC(C)(C)c1cc(C(=O)O)n[nH]1,-5,-2,0.7,0,0.2,3,-0.4,-1,-0.1
O=C1NC(=Nc2ccc(Cl)cc2)SC1Cc1cccc(Cl)c1Cl (stereo not given),-1,-3,-0.2,4,-0.8,23,-3.4,-5,-0.3
COc1ccccc1CC(=O)N1CCN(c2ccc(F)cc2)CC1,17,-5,1.5,/,0.0,0,-1.2,9,-2.1
Cc1c(C(=O)N2CCN(C)CC2)oc2ccc(Br)cc12,0,-16,1.9,5,-1.1,5,-0.3,3,-1.3
Cn1c2ccccc2c(=O)c2cc(NCCCN3CCOCC3)ccc21,-1,-3,-1.6,/,-2.1,3,i,14,1.3
CCn1cnc2cc([N+](=O)[O-])ccc21,0,-4,1.1,3,-1.5,8,-0.3,-13,0.3
Cc1cc(C)c(S(=O)(=O)Oc2ccccc2[N+](=O)[O-])c(C)c1,1,-8,3.3,/,-0.8,13,i,6,-0.2
Cc1ccc(S(=O)(=O)NCCOc2nc(N(C)C)nc(N3CCOCC3)n2)cc1,0,-7,/,9,-1.2,-6,-0.4,-3,0.4
Cc1ccc(C)c(-n2c(CNC(=O)c3ccco3)nnc2SCC(=O)Nc2nnc(C)s2)c1,-2,-13&-6,0.7,-3,-1.4,1,i,4,0.1
CCCCSc1nc(C)c(CC(=O)OC)c(=O)[nH]1,0,-1,/,1,-0.6,0,-0.1,2,-0.2
COCCSc1ccccc1C(=O)NCCCn1ccnc1,0,-14,/,1,-0.1,1,-1.4,-8,-1.4
O=C(NNC(=S)Nc1ccc(F)cc1)c1cccc([N+](=O)[O-])c1,-1,1,-1.2,2,0.6,1,-0.4,-6,-0.7
COC(CNC(=O)CCc1c(C)nc2c(c(C)nn2-c2ccc(C)cc2)c1C)OC,5,-7,1.7,-1,-0.3,16,i,6,-2.6
Cc1c(Cl)cccc1NC(=S)N1CCCN(Cc2ccc(F)cc2)C1,-5,8,0.0,2,-1.9,-1,-0.2,-4,-0.5
COc1cccc(CN(C(=O)CN2C(=O)c3ccccc3S2(=O)=O)C(C(=O)NCC2CCCO2)c2ccco2)c1 (stereo not given),1,-10,1.1,0,-0.3,22,-0.3,2,4.5
COc1ccc(NS(=O)(=O)c2cnc[nH]2)cc1,-1,-2,0.6,2,-0.2,-2,-0.3,-7,-0.9

# Laid out differently: three of the compounds above.
mol | Anthrax LF prot | PriA SSB inh | TcdB inh | 3CLpro inhibitor | PfHsp40 rescue | Yp Topo-I inh | BH1578 lux ind | PrPC surface inh | BoNT-A LC inh2
O=C(O)CSc1nnc(-c2cc3ccccc3o2)n1-c1ccccc1 | -4 | -2 | / | 4 | 0.3 | 8 | -0.6 | -6 | -1.1
COc1cc(NS(=O)(=O)c2ccc(NC(=O)CN3C(=O)c4ccccc4C3=O)cc2)ncn1 | -2 | 2 | -7.0 | -1 | -0.2 | 1 | -0.8 | 5 | 0.5
CCCc1nnc(NC(=O)C(=O)NCCN(C)C)s1 | / | -9 | 0.0 | 2 | -0.8 | -14 | i | 0 | /

# Next section:
SMILES,Anthrax LF prot,PriA SSB inh,TcdB inh,3CLpro inhibitor,PfHsp40 rescue,Yp Topo-I inh,BH1578 lux ind,PrPC surface inh,BoNT-A LC inh2
CCOc1ccc(S(=O)(=O)N(C)c2ccc(OCC(=O)N3CCOCC3)cc2)cc1,2,-3,/,-8,0.6,4,i,8,-0.5
CC1CCN(S(=O)(=O)c2cccc(C(=O)NNC(=O)c3ccco3)c2)CC1,-3,-9,1.0,2,-1.0,-1,-0.6,3,-1.7
CCC(C)NC(=O)C1CCC(CNS(=O)(=O)c2cccc3nsnc23)CC1 (stereo not given),0,8,/,5,0.0,7,i,/,0.4
O=C(O)c1sccc1SCc1ccc(Cl)cc1Cl,0,-5,/,4,3.0,7,-0.3,1,0.1
O=C1OCC2=C1C(c1ccc3c(c1)OCO3)Sc1ccccc1N2 (stereo not given),-7,-3,/,3,2.2,3,i,5,-1.6
COc1ccc(CCNCC2CCCO2)cc1 (stereo not given),-10,-5&-8,0.9,-2,1.1,2,-0.5,-9,-1.6
CC1(C)Cc2c(c(-c3ccco3)[nH]c(=O)c2C#N)CS1,-3,-16,/,2,-1.5,-3,-0.6,-1,0.2
O=C(NCC1CCCO1)c1ccc2c(c1)N(Cc1ccccc1)C(=O)CS2=O (stereo not given),-6,-10,1.3,5,-0.5,5,i,3,-0.4
COc1cc(C2C(C(=O)c3ccco3)=C(O)C(=O)N2CC2CCCO2)ccc1O (stereo not given),-1,-4,0.3,0,0.0,2,0.0,1,0.1
CC1=NNC(=O)C1Cc1ccccc1C (stereo not given),1,5,1.2,-3,1.4,-5,0.6,-1,-2.6
O=C(CCN1C(=O)c2ccccc2S1(=O)=O)N1CCN(c2ccc(F)cc2)CC1,-2,0,1.7,/,1.3,26,5.3,-7,4.9
CCOC(=O)c1cnc(-n2nc(C)cc2C)nc1NCCc1ccccc1,-21,-19,/,3,65*,4,-0.2,9,-0.8
O=C(Nc1ccccc1Sc1ccccc1)c1ccccc1F,-4,-36,3.5,4,2.6,43,i,-7,-1.8
Cc1ccc(S(=O)(=O)NCC(=O)NCc2cc(=O)n(C)c(=O)n2C)cc1C,-1,-18,-0.7,2,-0.5,-3,-0.2,6,0.0
O=C(NCCCCCCNC(=O)c1cccs1)c1cccs1,-1,-8,-11,3,2.7,4,-3.3,15,-0.5
Cc1ccc(Cl)cc1NC(=O)COC(=O)CC1CCCCC1,/,-5,-0.8,/,7.6,-2,i,4,/
Nc1nc(CN2CCN(c3ccccc3F)CC2)nc(Nc2ccccc2)n1,-1,21,/,-2,0.1,10,i,-6,-1.9
CC1CCN(C(=O)CN(c2ccc(Cl)c(C(F)(F)F)c2)S(C)(=O)=O)CC1,-6,-10,/,1,2.0,4,7.1,0,1.5
COc1ccc(C2SCC(=O)N2c2c(C)n(C)n(-c3ccccc3)c2=O)cc1 (stereo not given),4,-4,/,2,-0.8,0,-4.0,1,0.0
Nn1c(SCC(=O)N2CCN(S(=O)(=O)c3ccccc3)CC2)nnc1-c1cccs1,-6,-20,/,3,-0.5,-1,-0.1,1,-0.4
CCOC(=O)c1ccc(Nc2cnc3ccccc3n2)cc1,0,-18,-3.1,-2,-0.5,5,i,3,1.7
COc1ccc(OC(C)C(=O)NC2CCCCCC2)cc1 (stereo not given),0,3,2.8,2,-0.7,-6,i,1,0.3
CCc1ccc(NC(=O)C/C(C)=N/NC(=O)COc2ccccc2C)cc1,0,/,1.4,-4,-1.1,19,i,1,1.6
Brc1ccc(C2CC(c3ccccc3)=Nc3ccccc3N2)cc1 (stereo not given),2,2,/,-1,-1.9,-4,-0.7,11,5.4
CC(Sc1nc(-c2ccccc2)cc(=O)[nH]1)C(=O)O (stereo not given),-4,6,/,5,-0.1,-10,-2.2,6,-5.2
Cc1c(NS(=O)(=O)c2cc(C(=O)N3CCCC(C)C3)ccc2Cl)c(=O)n(-c2ccccc2)n1C (stereo not given),-4,-12,0.2,/,0.2,-2,-4.3,0,-0.6
CN(C)Cc1c(O)ccc2c(=O)c(-c3ccccc3Cl)coc12,2,-5,0.9,-2,-1.9,4,i,1,-0.4
COc1ccc(N(CCCN2C(=O)c3cccc4cccc(c34)C2=O)C(=O)c2ccncc2)cc1,4,-1,0.9,0,0.2,21,i,-7,-0.3
O=C(NCc1cccs1)C1CC(c2ccccc2O)=NO1 (stereo not given),-3,-4,2.0,1,-2.0,-6,-3.3,2,0.4
CCc1nc2ccc(C(=O)NCCOc3ccc(OC)cc3)cn2c1N(CC)CCOC,-7,/,-0.3,/,/,-1,i,2,0.1
O=C(O)c1cc(-c2ccccn2)n[nH]1,1,-1,/,0,-1.0,19,-11,-2,0.7
CC(C)NC(=O)COC(=O)c1ccc(Cl)c(S(=O)(=O)N2CCCC2)c1,-1,9,/,2,0.3,-6,i,-1,0.9
CSc1ccc(/C=C(/NC(=O)c2ccc(C)cc2)C(=O)Nc2cccc(F)c2)cc1,-3,-17,/,1,-0.7,-1,-1.6,-3,-0.1
